# Screens deposited in PubChem BioAssay by The Scripps Research Institute Molecular Screening Center.
# SIAE inh: inhibitors of human sialic acid acetylesterase SIAE. Q9HAT2. SIAE FP-Rh probe binding, fluorescence polarization. inhibition, % at 9.66 µM. hit rate 0.69% among 370,000. AID 1053197;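 active = inhibition above a cutoff: mean of compounds within the control limits plus 3 SD of those, cut at about 17% in these data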;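 also: 0% = plate median of compound wells and 100% = probe without SIAE protein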
# Target sequence (Q9HAT2 whole entry, looked up): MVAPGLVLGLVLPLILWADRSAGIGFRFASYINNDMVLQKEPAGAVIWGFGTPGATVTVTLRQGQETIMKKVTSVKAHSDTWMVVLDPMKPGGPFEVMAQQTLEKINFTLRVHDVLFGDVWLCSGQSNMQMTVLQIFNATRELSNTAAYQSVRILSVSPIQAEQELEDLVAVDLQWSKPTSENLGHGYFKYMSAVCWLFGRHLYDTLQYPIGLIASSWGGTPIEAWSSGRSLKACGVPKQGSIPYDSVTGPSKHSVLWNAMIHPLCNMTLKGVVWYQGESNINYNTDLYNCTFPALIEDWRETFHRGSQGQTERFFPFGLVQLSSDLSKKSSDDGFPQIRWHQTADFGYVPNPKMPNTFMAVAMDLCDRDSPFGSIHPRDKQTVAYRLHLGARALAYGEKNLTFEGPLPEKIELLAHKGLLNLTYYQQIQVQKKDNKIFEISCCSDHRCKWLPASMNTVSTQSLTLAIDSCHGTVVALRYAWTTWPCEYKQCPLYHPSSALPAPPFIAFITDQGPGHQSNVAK
# LEDGF integ inh: blocks HIV-1 LEDGF/p75-dependent DNA integration; inhibition, % at 3.7 µM; TR-FRET IN-LEDGF/p75 DNA integration, Eu/Cy5; hit rate 0.64% among 370,000;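 active = inhibition above the screen-wide mean plus 3 SD, cut at about 13% in these data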;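 also: signal is the Cy5 over europium emission ratio at 671 and 618 nm; 0% = plate median of compound wells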
# HTRA1 inh: blocks human HTRA1 serine peptidase; Q92743; recombinant HTRA1, FP-rhodamine activity-based probe, fluorescence polarization; inhibition, % at 5.96 µM; hit rate 0.5% among 340,000; AID 504803; in the data active = inhibition above about 36%;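 also: 0% = enzyme with DMSO and 100% = wells lacking enzyme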
# PG9 binder: binds the HIV-1 gp120 antibody PG9; hit rate 0.43% among 360,000; inhibition, % at 6.7 µM; TR-FRET gp120-PG9 antibody binding; in the data active = inhibition above about 8.5%
# UHRF1 binding: blocks human UHRF1 binding to methylated DNA; hit rate 0.75% among 370,000; UHRF1 binding to methylated oligo, TR-FRET; inhibition, % at 4.4 µM; Q96T88; AID 687016; in the data active = inhibition above about 21%;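 also: UHRF1 SRA domain binding a hemimethylated CpG hairpin DNA probe; 0% = median of test compound wells and 100% = reference inhibitor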
# PRMT1 FP inh: inhibitors of human PRMT1 | Q99873 | recombinant PRMT1, activity-based probe fluorescence polarization | inhibition, % at 2.79 µM | hit rate 1.3% among 370,000;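 active = inhibition above about 21% made by adding two undisclosed values, limit read from the data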
# ABHD4 inh: ABHD4 (mouse) inhibition, primary FP screen; Q8VD66; purified mABHD4, FP-Rh probe fluorescence polarization; inhibition, % at 8.92 µM; hit rate 0.54% among 370,000;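 active = inhibition exceeding the mean over every tested compound plus 3 SD, cut at about 30% in these data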;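 also: 0% = plate median of compound wells and 100% = S159A mutant with DMSO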
# Target sequence (Q8VD66 whole entry, looked up): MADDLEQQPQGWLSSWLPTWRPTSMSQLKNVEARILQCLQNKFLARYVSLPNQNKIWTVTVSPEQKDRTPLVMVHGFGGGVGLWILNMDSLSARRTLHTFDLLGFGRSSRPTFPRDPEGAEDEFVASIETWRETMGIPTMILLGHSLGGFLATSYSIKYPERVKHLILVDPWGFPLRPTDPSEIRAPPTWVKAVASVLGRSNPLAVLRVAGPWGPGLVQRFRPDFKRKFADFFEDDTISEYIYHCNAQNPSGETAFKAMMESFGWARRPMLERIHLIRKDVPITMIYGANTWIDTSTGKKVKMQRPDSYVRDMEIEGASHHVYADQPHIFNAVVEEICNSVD
#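 Assay system: mABHD4 protein; medium: HEPES pH 7.0, NaCl, Pluronic buffer; dosing: 8.92 µM, single dose; schedule: 45 min + 60 min at 25 °C; signal: FP readout, ex 525 nm / em 598 nm; read-out: normalized percent inhibition of probe labeling; repeats: single replicate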
# Tn7 DDE FP: disrupts Tn7 cyclic peptide binding to fibrin D-Dimer-E complex; inhibition, % at 8.3 µM; hit rate 0.13% among 370,000; P02675; FP displacement of FITC-Tn7 peptide from fibrin DD(E); 0% = median of compound wells per plate; AID 720508;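 active = inhibition above the mean of compounds falling within the control limits plus 3 SD of them, cut at about 14% in these data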;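 also: 0% = plate median of compound wells and 100% = 10 µM Aha-Tn7 peptide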
#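 assay system = human clot-derived fibrin DD(E) complex | quantity = Fibrin-DD(E) at 2 µM final | timing = 10 min preincubation, 3 h with tracer, room temperature | signal = fluorescence polarization | measure = percent inhibition | benchmarks = high control wells with 10 µM unlabelled Aha-Tn7 peptide (full inhibition) | replicates = singlicate testing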
# TDP2 absorb: TDP2 (human) inhibition, absorbance primary screen; recombinant TDP2, T5PNP hydrolysis, p-nitrophenol absorbance 415 nm; inhibition, % at 12.8 µM; hit rate 0.34% among 370,000; O95551;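 active = inhibition above the mean of all tested compounds plus 3 SD, set per campaign, cut at about 25% in these data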;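 also: 0% = DMSO with enzyme and 100% = buffer with substrate but no TDP2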
#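 Incubation: 2 h at 37 °C; Test system: recombinant human TDP2; Quantity: enzyme 120 nM; Read-out basis: percent inhibition; Medium: 50 mM Tris-HCl pH 7.5 with Mg2+, KCl, DTT, BSA; Repeats: single replicate; Compound: 12.8 µM single point, 1% DMSO; Signal: epi absorbance; Reagent: 5 mM T5PNP chromogenic substrate; Benchmarks: no-enzyme high, DMSO-plus-enzyme low.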
# TCR-CD3 inh: blocks the human TCR-CD3 interaction. inhibition, % at 9.4 µM. hit rate 0.37% among 360,000. TAMRA-labeled TCR probe fluorescence, biochemical; in the data active = inhibition above about 19%;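 also: recombinant mutant TCR 2C K166C tagged with TAMRA read by polarization; 0% = receptor in buffer alone and 100% = receptor with positive control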
# * = called active by the depositor; / = not tested or not shown.
SMILES,SIAE inh,LEDGF integ inh,HTRA1 inh,PG9 binder,UHRF1 binding,PRMT1 FP inh,ABHD4 inh,Tn7 DDE FP,TDP2 absorb,TCR-CD3 inh
Cc1cccc(OCC(=O)N2CCCc3ccccc32)c1,-7,0,1,-0.7,-2,-2,1,-3,2,4
O=C(Nc1cccc2c1CCCC2)c1cc([N+](=O)[O-])ccc1Cl,-3,1,-8,1.3,7,-1,-5,0,-6,-1
CC(C)(C)C(=O)C(Oc1cccc2nonc12)n1cncn1 (centres undefined),0,-6,1,0.4,3,-2,6,-6,-3,-5
CC1=C(C(N)=O)C(c2ccc(Cl)c(Cl)c2)n2ncnc2N1 (centres undefined),0,-4,-2,-0.9,3,-3,5,3,11,-5
O=C(c1cccs1)N(Cc1cc2ccccc2[nH]c1=O)CC1CCCO1 (centres undefined),0,4,0,-2.0,0,-9,-4,-1,7,6
CCOC(=O)N1CCC(NC(=O)Cn2cccc2C(=O)c2ccccc2C)CC1,3,1,-2,0.4,-1,-2,2,4,-4,2
Cc1cc([N+](=O)[O-])cnc1Sc1nccn1C,6,-1,2,-0.7,0,1,-2,-1,0,3
Cc1nnc(SCC(=O)NCCN2C(=O)CSC2=O)s1,1,1,-2,0.6,3,1,2,2,-1,-3
Cc1nnc(SCC(=O)NNC(=O)c2ccc(F)cc2)n1Cc1ccccc1,1,0,5,0.3,0,1,2,-6,12,-5
CC(=O)c1ccc(OCCCCOc2ccc(C(C)=O)cc2)cc1,2,7,2,0.3,-3,9,-2,-3,-14,0
Cc1cc(C)nc(N/N=C/c2c(CO)cnc(C)c2O)n1,-4,-5,4,-4.3,-5,1,9,0,-10,1
O=C(NCc1cccc(F)c1)C1CCC(=O)N(C2CC2)C1 (centres undefined),-1,0,3,-2.1,6,0,0,-2,5,2
Cc1[nH]c2ccccc2c1C(=O)c1cc([C@H](NC(=O)OC(C)(C)C)C(C)C)sc1N,7,-5,/,-0.5,6,12,-4,-8,0,-1
CCOc1ccccc1Nc1nc(N)nc(CN(C)C2CCCCC2)n1,-8,6,1,-0.3,5,1,4,0,-11,-4
Cc1ccc(NC(=O)CCc2c(C)nn(-c3ccc(N4CCCCC4)nn3)c2C)cc1,-10,1,-2,0.2,-2,-2,-11,-6,-3,-3
CC(C)NC(=O)C1(C)CN(S(C)(=O)=O)CC(=O)N1C1CC1 (centres undefined),-5,2,/,-0.4,-3,-3,0,-2,4,9
CC(C)(CNC(=O)c1cc2ccccc2o1)N1CCOCC1,1,6,1,1.4,0,1,-3,-6,5,-1
Cn1c(CCC(N)=O)nnc1SCC(=O)Nc1ccccc1C(=O)NC1CC1,4,-7,-1,-0.3,8,6,4,-4,-2,-6
CC(C)c1ccc(S(=O)(=O)N2CCN(CC(=O)c3ccc(O)c(O)c3)CC2)cc1,7,36*,38*,0.1,2,15,21,-5,0,12
O=C(Nc1ccc2nc3n(c(=O)c2c1)CCCCC3)c1ccccn1,1,4,-10,0.9,-2,-3,1,1,1,5
Cc1ccc(S(=O)(=O)NCCC(=O)N(C)Cc2cccs2)cc1,-5,5,7,-2.4,9,1,2,-9,-2,1
CC(C)Oc1ccc(C(=O)NC(=S)Nc2ccc(Cl)c(C(=O)O)c2)cc1,1,3,-5,-0.2,2,-3,-2,-8,5,-5
O=C(CCc1ccccc1)NNC(=O)Nc1ccccc1,-5,3,4,1.6,2,3,-1,3,3,-5
Cc1ccc(NC(C)C(=O)N/N=C/c2c[nH]c3ccccc23)cc1 (centres undefined),16,1,3,-2.5,-3,-3,8,-8,0,0
C=C(C(=O)O)C(CCCCCC)C(=O)O (centres undefined),4,-3,-4,-2.3,-2,3,7,-3,4,9
O=C(CN(C(=O)CCC(=O)Nc1nccs1)c1ccccc1F)NCc1ccc(F)cc1,2,3,3,0.3,6,-6,-5,1,-1,-2
O=C(c1ccc(C(=O)N2CCN(c3ccccc3F)CC2)nc1)N1CCN(c2ccccc2F)CC1,0,-7,6,-1.3,7,1,-1,-2,0,-10
CCOC(=O)N1CCN(C(=O)C[C@@H]2C[C@@]3(C(=O)OCC)CCCC=C3N(Cc3ccc(Cl)cc3Cl)C2=O)CC1,-4,-4,/,0.7,0,1,-5,1,3,4
O=C(CS(=O)(=O)Cc1ccccc1)NCc1ccc2c(c1)OCO2,-4,0,-2,-1.2,0,-1,2,4,0,2
Cc1ccc(C(=O)Oc2cccnc2)cc1[N+](=O)[O-],5,2,3,-0.4,-4,-1,4,5,4,-8

# 2 entries picked at random from those above:
SMILES,SIAE inh,LEDGF integ inh,HTRA1 inh,PG9 binder,UHRF1 binding,PRMT1 FP inh,ABHD4 inh,Tn7 DDE FP,TDP2 absorb,TCR-CD3 inh
CC(C)Oc1ccc(C(=O)NC(=S)Nc2ccc(Cl)c(C(=O)O)c2)cc1,1,3,-5,-0.2,2,-3,-2,-8,5,-5
O=C(CN(C(=O)CCC(=O)Nc1nccs1)c1ccccc1F)NCc1ccc(F)cc1,2,3,3,0.3,6,-6,-5,1,-1,-2

# Looked up above.
# For TDP2 absorb, `O=C(CN(C(=O)CCC(=O)Nc1nccs1)c1ccccc1F)NCc1ccc(F)cc1` has -1
# For Tn7 DDE FP, `O=C(CS(=O)(=O)Cc1ccccc1)NCc1ccc2c(c1)OCO2` has 4
# For ABHD4 inh, `CC(C)Oc1ccc(C(=O)NC(=S)Nc2ccc(Cl)c(C(=O)O)c2)cc1` has -2
# For TDP2 absorb, `Cc1ccc(C(=O)Oc2cccnc2)cc1[N+](=O)[O-]` has 4
# For TDP2 absorb, `CCOC(=O)N1CCN(C(=O)C[C@@H]2C[C@@]3(C(=O)OCC)CCCC=C3N(Cc3ccc(Cl)cc3Cl)C2=O)CC1` has 3

# (listing goes on)
SMILES,SIAE inh,LEDGF integ inh,HTRA1 inh,PG9 binder,UHRF1 binding,PRMT1 FP inh,ABHD4 inh,Tn7 DDE FP,TDP2 absorb,TCR-CD3 inh
O=C(c1ccc(S(=O)(=O)Nc2cccc(C(F)(F)F)c2)cc1)N1CCC1,1,1,0,-1.5,0,-2,1,-1,3,7
CCOc1cc(N2CCOCC2)c(OCC)cc1NC(=O)COc1cccc(Cl)c1,3,-1,2,-2.7,3,0,-2,6,4,-4
CCOc1ccc(NC(=O)CSc2nnc(C)n2Cc2ccccc2)cc1,-2,-2,3,0.3,-1,0,-7,1,7,2
CC(C)N(Cc1ccccc1)S(=O)(=O)c1n[nH]c(C(C)(C)C)n1,3,1,/,-0.6,0,-1,-2,-3,8,7
Cc1ccc(S(=O)(=O)N2CCN(C(=O)COC(=O)c3cccnc3Cl)CC2)c(C)c1,11,66*,9,1.2,-2,-3,0,4,8,3
Cn1cnnc1SCC(=O)Nc1ccc(F)cc1F,0,3,1,0.8,-3,-2,4,-8,7,3
C/C(O)=C(\C#N)c1nc2ccccc2[nH]1,1,1,1,-0.7,1,2,-3,10,-3,-8
Cc1ccc(Cn2c(N3CCN(CCO)CC3)nc3c2c(=O)n(C)c(=O)n3C)cc1,10,-4,-3,1.8,0,2,2,4,1,-1
COc1ccc(C(C(=O)c2ccccc2)c2ccccc2)cc1 (centres undefined),0,1,/,0.9,2,-5,-9,6,-6,8
Cc1ccnc2nc(C(=O)OCC(=O)N(C)C3CCCCC3)nn12,1,1,9,-0.4,4,-1,-11,4,-1,-2
O=C(c1cccc(F)c1)N1CCN(S(=O)(=O)Cc2ccccc2)CC1,1,-3,-1,-1.6,0,-3,1,0,1,0
CCOc1ccc2[nH]c(=O)c(CN(CCO)C(=O)c3ccc(OC)c(OC)c3)cc2c1,1,1,2,0.5,4,0,-4,4,3,6
Cc1cccc(NC(=O)CCN2CCCC(C)C2)c1 (centres undefined),0,-5,0,0.1,-1,2,6,1,-3,-1
CCOC(=O)c1c(NC(=O)CSc2ncccn2)sc2c1CCN(Cc1ccccc1)C2,-3,-4,-38,-1.2,1,1,-10,-3,-15,7
CSc1ncccc1C(=O)OCC(=O)c1cc(C)n(C)c1C,8,-5,-2,-1.3,-1,1,-1,-1,6,1
O=C(NCCc1ccccc1)c1ccc2c(c1)OCCCO2,-5,2,2,-1.8,1,1,0,-2,1,-2
COc1cccc2cc(C(C)N(CCCN3CCOCC3)C(=S)Nc3cccc(C)c3C)oc12 (centres undefined),-4,7,3,0.1,1,-5,-4,-3,-11,6
CCOc1ccc(CN(C)C(=O)c2ccc(NC(=O)CC3SC(N4CCCC4)=NC3=O)cc2)cc1 (centres undefined),3,0,1,-0.2,3,-2,5,-5,-8,-2
COc1cccc(CNC(=O)C2CCCN(S(=O)(=O)c3cccc4nonc34)C2)c1 (centres undefined),-1,1,-1,-3.1,2,1,-1,-9,6,-2
COc1ccc(CC2(CO)CCN(Cc3cc4ccccc4o3)CC2)cc1,6,4,0,1.8,2,-6,5,-5,-3,-4
CCn1c(N2CCN(Cc3ccc([N+](=O)[O-])cc3)CC2)nc2ccccc21,-2,3,-3,-1.6,11,-5,2,3,17,7
CN=C1S/C(=C\c2ccc(O)c(OC)c2)C(=O)N1C,3,5,/,-7.7,-6,-1,2,-8,-9,8
COc1ccc(CCC(C(O)C(F)(F)F)S(=O)c2ccccc2)cc1 (centres undefined),-2,-1,-2,-1.9,1,-1,6,0,-4,-3
CCOC(=O)C1(Cc2ccc(OC)cc2)CCN(C(=O)C2CCCO2)CC1 (centres undefined),3,2,5,0.9,1,0,4,4,-8,5
NC(=O)CNCCC(c1ccccc1)c1ccccc1,0,0,-2,0.1,5,-6,-8,-6,-20,-8
NC(=O)c1cc(Cl)ccc1OCC(=O)N1CCCc2ccccc21,8,3,6,-0.3,-2,-1,0,2,11,4
COc1ccccc1-c1oc2ccccc2c1C#CCCCCO,-8,-2,-45,-0.7,15,1,-34,1,-7,-2
CCOC(=O)COc1cc(N)c(Cl)cc1Cl,-1,1,8,-1.3,-2,0,9,-4,9,2
Cc1ccc(NC(=O)COC(=O)CCn2c(C)csc2=O)c([N+](=O)[O-])c1,-6,1,4,-0.1,-2,2,7,3,14,9
Cc1cc([N+](=O)[O-])c(NCCCCCCO)c([N+](=O)[O-])c1,7,1,-1,0.3,-13,-2,8,-6,1,1
N#CC1=C(N)NC(SCc2ccc(Cl)cc2)=C(C#N)C12CCCCC2,2,-2,-42,-0.7,1,-3,-13,1,0,12
CC(C)(C)c1ccc(Cn2nnc3c(=O)[nH]c(C4CCCN(C(=O)c5cccs5)C4)nc32)cc1 (centres undefined),-11,0,-39,1.8,5,-5,-10,7,-19,-10
COc1ccc(-c2ccnc3c(Br)c(C)nn23)cc1,-5,4,-10,2.9,-2,2,2,-1,-6,6
COC(=O)[C@@]1(Cc2ccc(F)cc2)[C@H]2C(CC(=O)C(=O)N3CCCC3)C(=O)C[C@H]2CN1C(=O)c1ccccc1 (some centres undefined),3,2,/,-2.1,-3,3,1,-4,6,-4
CC(=O)Nc1ccc(SCC(=O)NCC2(N3CCCCC3)CCCCC2)cc1,-1,2,-1,-0.4,2,41*,1,-1,5,-4
